Screens (PubChem BioAssay)
Cav32 inh – human Cav3.2 channel inhibition, primary screen | O95180 | 4% of 100,000 active | Cav3.2-expressing cells, Fluo-4 calcium fluorescence FDSS; active compounds read low | B-score at 10 µM;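 active = single-dose well whose peak fluorescence ratio is a statistical outlier from its plate by either plate-standardised score or position-corrected B-score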
Target sequence (O95180 whole entry, looked up): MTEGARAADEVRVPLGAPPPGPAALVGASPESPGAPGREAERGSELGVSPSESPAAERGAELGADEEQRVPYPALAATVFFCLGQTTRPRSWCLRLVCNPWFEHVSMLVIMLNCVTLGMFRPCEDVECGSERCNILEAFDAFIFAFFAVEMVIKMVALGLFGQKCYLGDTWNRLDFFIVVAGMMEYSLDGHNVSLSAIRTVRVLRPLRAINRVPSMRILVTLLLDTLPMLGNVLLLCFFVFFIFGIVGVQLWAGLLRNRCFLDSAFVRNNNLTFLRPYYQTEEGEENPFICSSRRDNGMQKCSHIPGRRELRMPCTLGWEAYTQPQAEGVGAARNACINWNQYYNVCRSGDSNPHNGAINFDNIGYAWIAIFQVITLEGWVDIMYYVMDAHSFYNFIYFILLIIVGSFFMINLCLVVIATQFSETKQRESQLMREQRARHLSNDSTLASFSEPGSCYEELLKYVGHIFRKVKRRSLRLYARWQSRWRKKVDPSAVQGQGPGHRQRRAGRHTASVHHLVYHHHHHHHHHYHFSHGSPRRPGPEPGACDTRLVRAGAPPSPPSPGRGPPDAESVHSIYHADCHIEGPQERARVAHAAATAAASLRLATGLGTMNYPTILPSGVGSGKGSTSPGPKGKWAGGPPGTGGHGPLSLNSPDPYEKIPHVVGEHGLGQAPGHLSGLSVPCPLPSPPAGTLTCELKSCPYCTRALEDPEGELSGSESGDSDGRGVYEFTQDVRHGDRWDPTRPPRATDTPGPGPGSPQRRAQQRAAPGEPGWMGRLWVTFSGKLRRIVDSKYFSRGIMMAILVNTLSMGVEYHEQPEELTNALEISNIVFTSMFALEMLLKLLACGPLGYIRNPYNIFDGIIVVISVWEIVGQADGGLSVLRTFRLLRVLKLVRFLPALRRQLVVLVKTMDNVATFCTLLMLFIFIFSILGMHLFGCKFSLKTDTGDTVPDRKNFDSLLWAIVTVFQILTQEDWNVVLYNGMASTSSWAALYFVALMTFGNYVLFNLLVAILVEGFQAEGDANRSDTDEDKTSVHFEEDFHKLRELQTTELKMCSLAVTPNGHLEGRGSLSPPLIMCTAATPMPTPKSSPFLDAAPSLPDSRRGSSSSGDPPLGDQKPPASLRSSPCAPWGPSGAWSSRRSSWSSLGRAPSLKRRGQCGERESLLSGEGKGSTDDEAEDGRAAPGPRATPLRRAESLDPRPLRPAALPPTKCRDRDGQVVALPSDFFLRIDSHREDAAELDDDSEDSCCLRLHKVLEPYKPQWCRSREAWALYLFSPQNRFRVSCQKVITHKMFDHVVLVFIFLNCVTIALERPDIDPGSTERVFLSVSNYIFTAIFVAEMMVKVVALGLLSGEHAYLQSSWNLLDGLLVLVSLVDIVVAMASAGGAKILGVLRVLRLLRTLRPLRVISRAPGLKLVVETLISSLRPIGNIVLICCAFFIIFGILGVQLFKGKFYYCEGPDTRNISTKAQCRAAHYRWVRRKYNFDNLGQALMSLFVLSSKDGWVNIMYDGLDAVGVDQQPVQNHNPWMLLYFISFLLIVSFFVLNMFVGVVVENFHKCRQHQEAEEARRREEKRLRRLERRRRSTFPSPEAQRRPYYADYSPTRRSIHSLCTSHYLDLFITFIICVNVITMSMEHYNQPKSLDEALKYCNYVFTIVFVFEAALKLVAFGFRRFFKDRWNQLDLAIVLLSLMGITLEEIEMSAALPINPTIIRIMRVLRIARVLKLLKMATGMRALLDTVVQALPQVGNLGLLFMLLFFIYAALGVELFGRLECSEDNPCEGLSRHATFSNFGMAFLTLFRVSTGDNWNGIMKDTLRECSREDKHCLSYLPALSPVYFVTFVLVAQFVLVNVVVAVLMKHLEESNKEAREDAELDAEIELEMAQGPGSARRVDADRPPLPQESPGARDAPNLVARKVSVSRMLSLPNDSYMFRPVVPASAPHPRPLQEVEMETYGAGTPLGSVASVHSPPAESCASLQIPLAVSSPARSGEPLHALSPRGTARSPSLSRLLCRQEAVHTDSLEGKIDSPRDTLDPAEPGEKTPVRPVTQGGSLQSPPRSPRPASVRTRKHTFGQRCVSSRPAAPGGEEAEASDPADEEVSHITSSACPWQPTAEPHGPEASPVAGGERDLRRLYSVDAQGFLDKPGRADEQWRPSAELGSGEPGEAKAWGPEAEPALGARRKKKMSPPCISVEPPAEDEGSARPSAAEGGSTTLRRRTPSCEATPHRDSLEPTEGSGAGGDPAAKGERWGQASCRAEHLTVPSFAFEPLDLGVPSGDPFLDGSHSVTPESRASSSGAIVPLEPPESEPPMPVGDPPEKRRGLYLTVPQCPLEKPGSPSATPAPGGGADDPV
Starred values were filed as active, the others as inactive.

SMILES	Cav32 inh
Cc1ccc(CC23CN4CCN(CC(C4)C2O)C3)c(C)c1 (stereo unspecified)	1.22
COc1ccc(OC)c(NC(=O)C2CCN(c3ncccn3)CC2)c1	1.02
COc1ccc(C(O)C(CN2CCOCC2)c2ccccc2)cc1F (stereo unspecified)	-0.815
Cc1noc(C)c1CSc1nc2ccccc2c(=O)n1-c1ccc(Cl)cc1	-2.91
Cc1ccc(S(=O)(=O)N2CCC(C(=O)N[C@@H](C)C(=O)NCc3ccccc3)CC2)cc1	0.17
O=C(Nc1ccc(Cl)c(C(F)(F)F)c1)[C@@H]1CC=C[C@@H]2CCN(C3CC3)C(=O)[C@@H]21	-0.434
c1ccc(Nc2nc(N3CCCCC3)nc(N3CCCCC3)n2)cc1	-3.79
CC(C)CCNC(=O)c1onc(CSc2ccncc2)c1C(=O)NCCC(C)C	-0.38
O=C(N1CCOCC1)N1CCN(c2ccccn2)CC1	0.262
CCc1c(C)n([O-])c2c([n+]1=O)CCC2	0.476
COc1cccc(C(C(=O)NC2CCCC2)N(Cc2ccc(C)cc2)C(=O)c2ccco2)c1OC (stereo unspecified)	0.0898
COc1ccc(Cl)cc1N1C(=O)C2CCCN2C1c1sccc1C (stereo unspecified)	-0.617
COc1ccc(C(=O)Nc2cccc(C(C)=O)c2)cc1S(=O)(=O)N1CCOCC1	0.47
CCn1c(SCC(=O)Nc2ccc3c(c2)OCO3)nc2c(c1=O)SC(C)C2 (stereo unspecified)	1.62
O=c1nc2ccccc2c(NS(=O)(=O)c2ccc(Cl)cc2)n1-c1ccccc1	-0.164
c1cc(-c2noc(CCC3CCCC3)n2)ccn1	0.324
CCN(CC)C(=O)C(Cc1ccccc1)N1C(=O)c2ccccc2C1=O (stereo unspecified)	-0.314
CC(C)Cn1c(N)c(C(=O)COC(=O)C2=COCCO2)c(=O)n(C)c1=O	0.0961
Cc1nn(C)c(C)c1S(=O)(=O)N(CC(=O)Nc1ccc2c(c1)OCO2)c1ccc(C(C)C)cc1	0.516
COc1ccc(-c2csc(N3CCC(C(N)=O)(N4CCCCC4)CC3)n2)cc1	-1.02
CCOC(=O)C1CCN(C(=O)COc2ccc(N(C)S(=O)(=O)c3cccs3)cc2)CC1	1.14
CCC(C#CCN1CCOCC1)(CC)OCCC#N	0.0296
CC1(C)CN=C(N2CCN(c3ncnc4sc5c(c34)CCCC5)CC2)S1	0.288
O=C(CSc1nc2c(c(C(F)(F)F)n1)CCc1ccccc1-2)NCc1ccccc1	-1.25
Cc1sc2nc(C(C)C)oc(=O)c2c1C	0.271

No new results follow: entries from further up.
SMILES	Cav32 inh
CCOC(=O)C1CCN(C(=O)COc2ccc(N(C)S(=O)(=O)c3cccs3)cc2)CC1	1.14
CCC(C#CCN1CCOCC1)(CC)OCCC#N	0.0296
CC1(C)CN=C(N2CCN(c3ncnc4sc5c(c34)CCCC5)CC2)S1	0.288
O=C(CSc1nc2c(c(C(F)(F)F)n1)CCc1ccccc1-2)NCc1ccccc1	-1.25
Cc1sc2nc(C(C)C)oc(=O)c2c1C	0.271

The list goes on.
SMILES	Cav32 inh
CCOC(=O)C1CCN(C/C=C/c2ccccc2OC)CC1	0.789
COC(=O)c1sccc1NC(=O)c1ccco1	0.0346
CC(Oc1ccc(Cl)cc1)C(=O)/C=C/N(C)C (stereo unspecified)	-0.189
COC(=O)c1c(N)sc2c1CCN(c1ncc(C(F)(F)F)cc1Cl)C2	-0.801
COC(=O)c1ccc(COc2ccccc2/C=N/NS(=O)(=O)c2ccc(C)cc2)cc1	-1.49
COCCNC(=O)C(C)OC(=O)c1nsc(Cl)c1Cl (stereo unspecified)	1.5
CCN1CCN(CC(=O)c2c[nH]c3ccc(C)cc23)CC1	0.982
CNc1ccccc1-n1ccc(-c2ccccc2)n1	-1.15
c1ccc2c(N3CCCCC3)nc(N3CCCCC3)nc2c1	-3.02
Cc1nn(Cc2ccccc2)c(Cl)c1C(=O)OCc1nnc(-c2ccc(Cl)cc2)o1	-7.26*
O=C(CSc1nc2c(cnn2-c2ccc(F)cc2)c(=O)[nH]1)N1CCCCCC1	-0.243
Cc1nn(-c2ccccc2)c2c1C1(C(=O)N(C)c3ccccc31)C(C#N)=C(N)O2 (stereo unspecified)	-1.22
COC(=O)CCC(=O)OC1(C)C(=O)C2=CN(CCN3CCOCC3)C(c3ccc(OC)cc3)=CC2=C(Br)C1=O (stereo unspecified)	0.0969
CN(C)c1nc(OCCNC(=O)COc2ccc(Cl)cc2Cl)nc(N2CCOCC2)n1	-0.331
COc1cc(C2=NOC(C(=O)NC3CCCCC3)C2)cc(OC)c1OC (stereo unspecified)	0.374
Cc1cc(C(=O)OCC(=O)NCc2ccco2)c(C)n1-c1ccc(F)cc1	-4.36*
Cc1ccc(-c2nnn(CC(=O)N3c4ccccc4CCc4ccccc43)n2)cc1	-0.9
Cc1cccc(-n2c(C)cc(/C=N/NC(=O)c3ccc(CN4CCOCC4)cc3)c2C)c1	-0.285
O=C1C=C(c2ccc3[nH]ccc3c2)CCC1	0.731
CCCOc1ccc(N2C(=O)CC(N3CCCC(C(=O)N4CCCC4)C3)C2=O)cc1 (stereo unspecified)	0.944
COc1ccc(-c2nc3ccccc3c(C(=O)Nc3ccc(S(=O)(=O)Nc4cc(C)on4)cc3)c2C)cc1	2.06
COc1ccc(Br)cc1C1Nc2ccccc2C(=O)N1NC(=O)c1ccncc1 (stereo unspecified)	0.806
Cc1noc(C)c1CSc1nc2ccccc2nc1NS(=O)(=O)c1ccc(Cl)cc1	-8.08*
NC(=O)N1CCCC1C(=O)Nc1ccc(Cl)c(Cl)c1 (stereo unspecified)	-0.377
CCO[C@@H]1OC(C(=O)N2CCN(Cc3ccc4c(c3)OCO4)CC2)=C[C@H](c2cn(C(C)=O)c3ccccc23)[C@H]1CCCO	-1.54

Given in CSV form: entries from further up.
Molecule,Cav32 inh
Cc1nn(-c2ccccc2)c2c1C1(C(=O)N(C)c3ccccc31)C(C#N)=C(N)O2 (stereo unspecified),-1.22
COC(=O)CCC(=O)OC1(C)C(=O)C2=CN(CCN3CCOCC3)C(c3ccc(OC)cc3)=CC2=C(Br)C1=O (stereo unspecified),0.0969
CN(C)c1nc(OCCNC(=O)COc2ccc(Cl)cc2Cl)nc(N2CCOCC2)n1,-0.331
COc1cc(C2=NOC(C(=O)NC3CCCCC3)C2)cc(OC)c1OC (stereo unspecified),0.374
Cc1cc(C(=O)OCC(=O)NCc2ccco2)c(C)n1-c1ccc(F)cc1,-4.36*
Cc1ccc(-c2nnn(CC(=O)N3c4ccccc4CCc4ccccc43)n2)cc1,-0.9
Cc1cccc(-n2c(C)cc(/C=N/NC(=O)c3ccc(CN4CCOCC4)cc3)c2C)c1,-0.285

(further entries)
SMILES	Cav32 inh
c1ccc2c(NCC3CCCO3)nc(-c3ccncc3)nc2c1 (stereo unspecified)	1.88
Cc1cccc(NC(=O)CSc2nc3ccccc3o2)c1	-6.94*
CCSc1nnc(NC(=O)C(C(F)(F)F)C(F)(F)F)s1	0.87
O=C(CSc1nnc(-c2ccccc2O)o1)N1CCc2ccccc2C1	-1.58
COc1ccc2c(Cl)c(C(=O)N/N=C/c3ccc4c(c3)OCO4)sc2c1	-0.252
CC1(C)CC2CC(C)(CN2C(=O)C23CCC(C)(C(=O)O2)C3(C)C)C1 (stereo unspecified)	0.593
COCCN(Cc1cc2ccc(C)cc2n2nnnc12)Cc1nnnn1C(C)(C)C	0.924
CSc1cccc(NC(=O)COc2ccccc2)c1	-3.23
O=C(NCCCN1CCOCC1)c1onc(CSc2ccccn2)c1C(=O)NCCCN1CCOCC1	1.68
COc1ccccc1[C@@H]1C(c2cccc(Cl)c2)=NN(c2ccccc2)[C@H]1C(=O)N1CCOC1=O	-0.0182
CCc1nc2ccccc2n1CC(=O)N(C(C)CC)C1CCS(=O)(=O)C1 (stereo unspecified)	1.03
COc1ccc(-n2c(Cc3cccn3C)nnc2SCC(=O)Nc2ccccc2F)cc1	-4.45*
C#CCOCCOCCOCCNc1nc(N2CCOCC2)nc(N2CCN(C(=O)[C@H](Cc3cc4ccccc4[nH]3)n3cc([C@@H](N)Cc4ccc(O)cc4)nn3)CC2)n1	0.023
Cc1cc(NC(=O)c2ccco2)ncc1NC(=O)CCc1ccccc1	0.55
O=C(COC(=O)C1CC(=O)N(c2ccc3c(c2)OCCO3)C1)NC1CCCc2ccccc21 (stereo unspecified)	0.0413
COc1ccccc1-c1noc(CCC(=O)Nc2cccc(C)c2)n1	-1.75
CC(=O)Nc1coc2ccc(Br)cc12	-0.855
O=C(CSc1cn(Cc2ccccc2)c2ccccc12)N1CCOCC1	-0.415
CN(C)c1nc(Nc2ccccc2)nc(N(C)C)n1	-2.03
O=C(O)CN1CCN(Cc2ccc(F)cc2Cl)C1=O	0.181
CC(=O)C(Sc1nn(C)c(=S)s1)C(=O)Nc1ccccc1 (stereo unspecified)	-1.62
CCN(CC)C(=S)SCC(=O)c1ccccc1	0.208
Cc1ccc(N2C(=O)c3ccccc3NC2C(C)Cc2ccc3c(c2)OCO3)cc1 (stereo unspecified)	-4.3*
CCOC(=O)c1cccc(NC(=O)CN(c2ccc(C)cc2)S(=O)(=O)c2c(C)n[nH]c2C)c1	-1.21
NC(=O)c1cc(S(=O)(=O)Nc2cccc(F)c2)co1	1.14
New compounds follow
SMILES	Cav32 inh
CC1(c2nnc(-c3ccccc3)o2)CC(c2ccc([N+](=O)[O-])cc2)=NO1 (stereo unspecified)	-1.62
COc1cc2c(cc1OC)C(C)N(C(=O)c1cc3ccccc3o1)CC2 (stereo unspecified)	-0.487
CC1(C)CC(=O)C2=C(C1)N(c1ccc(F)cc1)C(=O)CC2c1cccnc1 (stereo unspecified)	0.605
Cc1ccc2nc(NC(=O)CCn3c(=O)sc4ccccc43)sc2c1	-2.97
CN(C)/C=N/c1ncc(C(=O)c2ccccc2)s1	1.13
Cc1sc2nc(CN(C(=O)c3cccs3)C3CCCC3)[nH]c(=O)c2c1C	-4.8*
O=C1C=C(c2cccc3c2oc2ccccc23)CCC1	-0.274
CCc1ccc(NCCC(=O)c2ccc(Br)cc2)cc1	-0.0809
CCOC(=O)N1CCN(c2c(N3CCC(N4CCCCC4)CC3)c(=O)c2=O)CC1	-1.28
CCN(CC)CCNC(=O)Cn1cnc2sc(C)c(S(=O)(=O)N3CCOCC3)c2c1=O	0.0342
O=C(CSc1nnc(CSc2nc3ccccc3s2)o1)NC1CCCCC1	-1.13
CNNCc1ccc(C(=O)NC(C)C)cc1	-0.0363
Cc1cc(OCCCCCNCCO)ccc1Cl	0.318
CC(=O)Nc1c(O)nc(SCC(=O)Nc2cccc(C)c2)[nH]c1=O	-0.551
O=C(NCc1ccco1)c1ccc2nc3sc4c(c3c(=O)n2c1)CCCC4	-2.18
Cc1ccc(C)c(NC(=O)CSc2nnc(CSc3nc(C)cc(C)n3)n2Cc2ccco2)c1	-1.36
CCn1c(=O)c(C(=O)NCc2ccc(OC)cc2)c(O)c2ccccc21	-0.388
c1ccc(CNCC2COc3ccccc3O2)cc1 (stereo unspecified)	-0.13
COC(=O)N1C/C=C\C(c2ccc(OC)cc2)N(Cc2ccc(F)cc2)C(=O)C1 (stereo unspecified)	0.85
COC(=O)c1ccc[n+](CCc2c[nH]c3ccccc23)c1	0.3
CCn1c(N2CCN(C(=O)NC3CCCCC3)CC2)nc2ccccc21	2.92
Cc1cc(NC(=O)c2ccc3c(c2)OCCO3)no1	-1.08
Cn1c(=O)[nH]c(=O)c2c1nc(Br)n2CCCO	0.016
COc1ccc(CC(=O)N2CC(C)CC(C)C2)cc1 (stereo unspecified)	1.89
O=S1(=O)CCOC[C@H](Cc2ccccc2)N1Cc1ccccc1F	-0.121
(list continues)
SMILES	Cav32 inh
Cc1cccc(C(=O)NN2C(=O)C3C(c4ccccc4)C=CC(c4ccccc4)C3C2=O)c1 (stereo unspecified)	-2.71
CCOc1cc(C2C(C(=O)O)c3cc(OCC)c(OCC)cc3C(=O)N2C)ccc1O (stereo unspecified)	0.491
CCCCN(C(=O)NC(=O)Nc1c(C)cc(C)cc1C)S(C)(=O)=O	-0.244
O=C(O)c1cc(S(=O)(=O)N2CCOCC2)ccc1N1CCOCC1	0.947
CCc1ccccc1NC(=O)CC1S/C(=N\c2nccs2)N(CC)C1=O (stereo unspecified)	-0.586
Cc1ccc(/C=N/n2nnnc2N)cc1[N+](=O)[O-]	-1.51
CC(=O)NC(CCS(C)(=O)=O)C(=O)Nc1ccc(Cl)c(Cl)c1 (stereo unspecified)	-0.67
O=[N+]([O-])c1ccc(O)c(/C=N/Nc2ccc(Cl)nn2)c1	-0.635
COC(=O)c1ccc(-c2nc(O)c3cnccn23)cc1	0.316
CC(NC(=O)c1noc2c1CCCC2)c1ccccc1 (stereo unspecified)	0.816
CC(C)C(=O)Nc1cccc(NC(=O)c2cc3ccccc3o2)c1	-0.584
NC(=O)CC(NC(=O)c1ccccc1)c1ccc(NCC2CC2)c([N+](=O)[O-])c1 (stereo unspecified)	-0.632
COc1cccc(NC(=O)CC2COc3ccccc3O2)c1 (stereo unspecified)	-2.44
Cn1c(C(=O)NCCc2ccsc2)cc2c(=O)n(C)c3ccccc3c21	-1.25
COc1ccc(OCCSc2nc3ccccc3n2CC(=O)O)cc1	0.763
Cn1ncc2c(N3CCN(c4ccccc4F)CC3)ncnc21	0.182
CC(C)c1ccc(NC(=O)c2cccnc2)cc1	0.288
COC(CNC(=O)c1ccc(Cn2c(=S)[nH]c3cc4c(cc3c2=O)OCO4)cc1)OC	-0.0108
N#Cc1c(-c2ccco2)cc(C2CC2)nc1N	-0.268
Cc1cc(N2CCOCC2)ccc1/C=C1\SC(=O)N(C(C)C)C1=O	0.0984
Cc1ccc(-n2c(SCc3nnc4n3CCC4)nnc2-c2ccccc2)cc1	-0.564
O=C(O)CN(c1ccc(F)cc1)S(=O)(=O)c1ccc2c(c1)OCCO2	-3.38
Cc1cc(Nc2ccccc2)n(CCOC(=O)COc2ccccc2)n1	-2.94
CC(/C=C/c1ccccc1)=N\NC(=O)C1CC1(C)c1ccccc1 (stereo unspecified)	-2.09
COc1cccc(-c2nnc(N(C)C(=O)c3ccno3)s2)c1	0.691
C=CCn1c(-c2csc(-c3ccc(Cl)cc3)n2)n[nH]c1=S	-0.151

Only part of the results is shown; the hit share may differ from the screen's.
